Screens as filed in PubChem BioAssay.
Granule exo inh – lytic granule exocytosis inhibition; TALL-104 LAMP-1 surface exposure, flow cytometry; cells stimulated with thapsigargin and PMA; inhibition, % at 10 µM; 360,000 tested, 0.66% active; AID 651702;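 active = inhibition above about 55%, limit read from the data; inconclusive = no clear call, values can overlap the other calls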
ABHD5 PLIN5 PPI – ABHD5-PLIN5 protein interaction inhibition; inhibition, % at 4 µM; Split G. princeps luciferase complementation, luminescence, 4 h; 360,000 tested, 0.78% active; Q00G26+Q8WTS1;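 active = inhibition above the mean inhibition across every tested compound plus 3 SD, cut at about 22% in these data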;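 note: 0% = DMSO only wells and the 100% control is not disclosed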
MC4R antag cAMP – antagonists of human melanocortin 4 receptor (MC4R); P32245; MC4R-expressing cells, MTII-stimulated cAMP, LANCE TR-FRET; inhibition, % at 6.5 µM; 360,000 tested, 0.48% active;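 active = inhibition above its plate's cutoff, the mean of tested wells on that plate plus 3 SD, cut at about 29% in these data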;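 note: 0% = Melanotan II alone and 100% = Melanotan II plus saturating MCL0020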
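Test system: U2OS cells stably expressing human melanocortin 4 receptor (MC4R); also added: Melanotan II challenge; compound: 6.5 µM single dose; timing: 30-min compound preincubation, 1-h Melanotan II challenge, 1-h detection, room temperature; signal: Eu-cAMP/anti-cAMP TR-FRET, emission 671 nm; repeats: one well per compound, no replicates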
MC4R ag barr – human MC4R agonism via beta-arrestin; P32245; U2OS MC4R beta-arrestin complementation, luminescence; percent of melanotan II response, DMSO zero; activation, % at 8.9 µM; 360,000 tested, 0.98% active;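 active = activation above a per-plate cutoff, the mean activation of sample wells on that plate plus 3 SD, cut at about 8% in these data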
Vif inh – blocks HIV Vif function. HEK293T cells, Vif self-association by quenched fluorescence, imaging, 24 h. 340,000 tested, 0.35% active. inhibition, % at 7.49 µM; in the data active = inhibition above about 50%, passing the limit was not always enough; inconclusive = no clear call, values can overlap the other calls; inactive = below about 31%; note: some results filed as inactive read as strong as hits
aDG glyco up – alpha-DG glycosylation activation; Pro5-aDG cells, alpha-DG glycosylation AlphaScreen (IIH6); 0% Pro5, 100% B10-LARGE cell signal; activation, % at 10 µM; 360,000 tested, 0.22% active;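 active = activation of at least 8% versus controls, or a plate z-score of at least 8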;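 note: Pro5 are CHO cells carrying HIG-tagged alpha-DG that lacks glycosylation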
ABCB6 inh MLPCN – inhibitors of human ABC transporter ABCB6; fluorescence ratio to DMSO, % at 10 µM; AID 602162; 360,000 tested, 0.19% active; K562-ABCB6 porphyrin accumulation, flow cytometry, 1 h; stronger effect = lower value; Q9NP58;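 active = fluorescence ratio to DMSO below 75%, the collection mean minus 3 SD; inconclusive = too few cells collected in the well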;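 note: signal is porphyrin accumulated inside mitochondria; 100% equals median channel fluorescence of DMSO control wells; lower ratio means ABCB6 inhibition with less porphyrin fluorescence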
Target sequence (Q9NP58 whole entry, looked up): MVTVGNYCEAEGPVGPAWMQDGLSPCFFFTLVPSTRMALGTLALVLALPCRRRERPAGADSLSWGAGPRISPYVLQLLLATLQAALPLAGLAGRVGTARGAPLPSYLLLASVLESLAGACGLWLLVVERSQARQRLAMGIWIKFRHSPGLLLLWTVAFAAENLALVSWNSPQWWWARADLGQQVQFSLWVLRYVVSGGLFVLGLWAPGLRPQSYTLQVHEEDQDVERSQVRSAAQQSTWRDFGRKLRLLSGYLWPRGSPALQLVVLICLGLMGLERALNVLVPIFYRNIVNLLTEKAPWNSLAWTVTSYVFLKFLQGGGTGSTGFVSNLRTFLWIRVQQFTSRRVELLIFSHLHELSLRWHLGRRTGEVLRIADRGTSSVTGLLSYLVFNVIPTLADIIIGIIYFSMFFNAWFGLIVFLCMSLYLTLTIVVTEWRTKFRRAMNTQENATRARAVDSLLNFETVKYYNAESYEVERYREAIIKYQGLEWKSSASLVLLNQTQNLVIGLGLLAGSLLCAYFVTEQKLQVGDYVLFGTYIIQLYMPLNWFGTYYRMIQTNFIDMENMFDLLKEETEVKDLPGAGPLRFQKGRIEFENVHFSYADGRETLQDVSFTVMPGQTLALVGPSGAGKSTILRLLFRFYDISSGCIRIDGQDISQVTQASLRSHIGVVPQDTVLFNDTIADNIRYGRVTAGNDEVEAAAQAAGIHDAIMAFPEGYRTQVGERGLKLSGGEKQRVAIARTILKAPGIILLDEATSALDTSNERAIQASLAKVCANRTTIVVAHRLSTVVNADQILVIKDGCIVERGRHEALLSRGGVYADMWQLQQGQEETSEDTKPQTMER
TLR9-MyD88 inh – TLR9-MyD88 interaction inhibition; Q9NR96+Q99836; CHO BLA complementation TLR9-MyD88, CCF4 FRET ratio; inhibition, % at 4.98 µM; 340,000 tested, 0.21% active;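 active = inhibition above the mean over all tested compounds plus 3 SD, cut at about 21% in these data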;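 note: 0% = DMSO only wells and 100% = clavulanate BLA inhibitor control wells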
NOD2 RIPK2 PPI – blocks binding of human NOD2 to RIPK2 | O43353 | CHO BLA complementation NOD2-RIPK2, CCF4 ratio | inhibition, % at 4.98 µM | 360,000 tested, 0.38% active; in the data active = inhibition above about 21%;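 note: 0% = vehicle only and 100% = reference blocker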
Glyco luc inh – blocks N-linked glycosylation in D54 reporter cells; 360,000 tested, 0.23% active; D54 ERlucT glycosylation luciferase reporter, 24 h; percent of 100 nM tunicamycin response; AID 588692; reporter increase, % at 12.5 µM;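 active = mean luciferase reporter signal, scaled so untreated is 0 and the glycosylation-blocking control 100, at or above a set limit in every replicate; inconclusive = mean reaches the limit but not every replicate does; inactive = mean below the limit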;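 note: luciferase carries N-glycosylation sites so blocking glycosylation raises the light; 0% = median of neutral control wells and 100% = median of 100 nM tunicamycin wells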
* hit, by the source's call; ? = inconclusive; · = not tested or not shown. Only part of the results is shown (hit frequency here may not be typical).

SMILES	Granule exo inh	ABHD5 PLIN5 PPI	MC4R antag cAMP	MC4R ag barr	Vif inh	aDG glyco up	ABCB6 inh MLPCN	TLR9-MyD88 inh	NOD2 RIPK2 PPI	Glyco luc inh
CCN(CC)c1c([N+](=O)[O-])c(=O)oc2ccccc12	-2	11	1	2.0	-7	1.6	100	-2	-3	0
NC(=O)c1ccccc1NS(=O)(=O)c1ccccc1	44	-9	0	-2.0	-15	0.0	97	2	-1	2
CCCCn1c(N)c(N(Cc2ccccc2OC)C(=O)COc2ccccc2OC)c(=O)[nH]c1=O	-2	6	-1	0.1	11	-0.2	104	0	3	-1
CCc1ccc(NC(=O)CSc2nnc(CNC(=O)c3ccc(OC)cc3)o2)cc1	-2	-2	1	0.3	-6	-0.1	98	4	-10	2
CCN(C(=O)c1ccccc1)c1ccc([N+](=O)[O-])cc1	-1	0	1	-0.1	6	-0.1	97	-12	6	0
CC(C)Cn1c(N)c(S(=O)(=O)c2cccs2)c2nc3ccccc3nc21	80*	-20	2	-1.3	?	-0.1	111	-4	9	0
COCCCn1c(SCC(=O)NC(C)(C)C)nnc1-c1ccccc1	-1	9	-2	-1.3	·	-0.1	103	-4	-14	1
Cc1cccc(-c2noc(CN(C(=O)CCc3ccccc3)C(C)C)n2)c1	0	5	9	-1.4	11	-0.1	99	5	2	-4
COCCNc1nc(NCc2ccccc2)nc2ccsc12	-2	5	-4	4.4	·	0.8	89	·	-8	21
O=C(/C=C/c1cccs1)NC1CCCC1	-11	-2	-2	0.4	0	0.0	88	0	-3	0
COc1ccc(CNC(=O)C2CCN(S(=O)(=O)c3cccnc3)CC2)cc1	-7	5	-3	-2.1	-3	-0.3	90	4	1	1
C=CCn1c(SCC2CCCCO2)nc2sc(CC)cc2c1=O (stereo unspecified)	3	-1	4	0.2	-1	0.1	96	0	-6	-5
O=C(Nc1cc([N+](=O)[O-])ccc1O)c1cccc(NC(=O)c2ccco2)c1	-4	-9	-2	-2.8	-15	-0.3	98	5	-2	2
Cc1cc(C)nc(SCCn2c(N3CCOCC3)nc3c2c(=O)[nH]c(=O)n3C)n1	0	-7	9	-0.2	-4	0.1	98	-15	-4	3
O=C(Nc1ccccc1F)c1ccc(CN2CCc3ccccc3C2)cc1	-10	3	0	1.1	-14	0.0	95	1	16	-3
CCc1nc2ccc(C(=O)N(CC)CCN(C)C)cn2c1N(C)Cc1cccs1	2	9	0	0.3	7	0.0	102	·	-2	-2
O=C(OC1CCCCC1=O)c1ccc(S(=O)(=O)Nc2ccccc2)cc1 (stereo unspecified)	4	-1	10	-2.3	-4	-0.1	93	-3	-8	3
CCOC(=O)C1=C(N)OC(CCl)=C(C#N)C1c1ccsc1 (stereo unspecified)	-2	4	4	-0.3	-5	-0.1	101	-8	-9	-1
Cc1ccc(NC(=O)CN2C(=O)NC(C)(c3ccc(Cl)cc3)C2=O)cc1S(=O)(=O)N1CCOCC1 (stereo unspecified)	-7	10	28	0.8	-4	-0.3	96	0	3	3
CC(SCc1cn2cc(Cl)ccc2n1)C(=O)O (stereo unspecified)	-1	-1	17	1.5	2	-0.1	103	10	-1	1
COc1ccc(CNC(=O)/C=C/c2cc3c(cc2Br)OCO3)cc1	0	-3	-5	8.5*	-12	0.6	100	-1	-3	-1
CN(CC(=O)Nc1ccc2c(c1)OCO2)S(=O)(=O)c1cccs1	-2	-1	26	2.4	17	0.0	97	-8	2	4
CC(=O)c1cccc(S(=O)(=O)N2CCCC(c3nc4c(nnn4Cc4ccccc4Cl)c(=O)[nH]3)C2)c1 (stereo unspecified)	55	-5	-6	0.4	-8	0.0	96	-9	-4	2
CN(Cc1ccccc1)C(=O)COC(=O)c1ccc2c(c1)OCO2	3	-1	3	-1.7	-16	0.1	103	0	0	1
COc1ccc(Cl)cc1NC(=O)c1noc2c1CCCC2	-4	-4	-1	0.6	-4	0.0	96	1	-18	-1
C/C(O)=C(\C#N)c1nnc2n1CCCCC2	0	-7	11	-0.1	5	0.1	94	-7	1	0
O=C1CCCN1CCCNc1nc(NCc2cccs2)nc2ccsc12	-4	2	11	0.5	-5	0.7	91	·	-7	4
CN(C)CCN(C(=O)c1ccc2ccccc2c1)c1nc2c(F)cc(F)cc2s1	-1	2	5	-1.3	30	-0.3	99	4	-3	1
COc1ccc(Cc2nc3ccccc3[nH]c2=O)cc1	-4	1	14	-0.2	5	-0.2	103	4	-6	3
COc1ccc(CNCc2ccc(C(F)(F)F)cc2)cc1OC	-1	-2	8	1.6	9	0.0	99	-19	3	0
Cc1ccc(C(=O)OCC(=O)NCc2ccco2)cc1S(=O)(=O)N1CCOCC1	-6	5	3	-0.6	1	0.2	96	5	-1	1
CCc1nc2ccc(C(=O)N3CCN(C(=O)c4ccco4)CC3)cn2c1N(C)Cc1ccc(OC)cc1	-2	-5	15	1.9	-2	0.1	96	·	-5	1
CC(OC(=O)c1cccnc1Cl)C(=O)Nc1ccc2c(c1)OCO2 (stereo unspecified)	-1	-3	1	-1.5	-2	0.1	87	-4	-4	2
O=C(NNC(=S)Nc1ccccc1)c1cccc(S(=O)(=O)N2CCOCC2)c1	-4	-1	4	2.9	9	-0.2	102	-8	-8	3
O=C(COC(=O)c1cc2ccccc2cc1O)Nc1cccnc1Cl	0	-4	9	3.7	0	0.0	99	-3	-4	2
COCC(C)(C)COS(N)(=O)=O	5	-5	4	-1.2	-1	-0.3	98	-1	-11	1

In another format: results already given.
Below each compound: Granule exo inh	ABHD5 PLIN5 PPI	MC4R antag cAMP	MC4R ag barr	Vif inh	aDG glyco up	ABCB6 inh MLPCN	TLR9-MyD88 inh	NOD2 RIPK2 PPI	Glyco luc inh
C/C(O)=C(\C#N)c1nnc2n1CCCCC2
  0	-7	11	-0.1	5	0.1	94	-7	1	0
O=C1CCCN1CCCNc1nc(NCc2cccs2)nc2ccsc12
  -4	2	11	0.5	-5	0.7	91	·	-7	4

The listing continues:
SMILES	Granule exo inh	ABHD5 PLIN5 PPI	MC4R antag cAMP	MC4R ag barr	Vif inh	aDG glyco up	ABCB6 inh MLPCN	TLR9-MyD88 inh	NOD2 RIPK2 PPI	Glyco luc inh
Cc1ccc(C)c(NC(=S)N2CCN(c3cccc(C(F)(F)F)c3)CC2)c1	7	-6	8	9.1*	-6	0.3	94	-13	-3	-1
NS(=O)(=O)c1cccn1-c1ncc(C(F)(F)F)cc1Cl	0	0	5	3.0	15	-0.1	96	-1	2	2
CC1CN(C2CC(C)(C)NC(C)(C)C2)CCC1=O (stereo unspecified)	2	6	4	0.8	1	-0.1	101	-11	-3	0
Cc1[nH]c(=O)[nH]c(=O)c1/C=N/NC(=O)[C@@H](NC(=O)OC(C)(C)C)C(C)C	2	2	3	2.1	0	0.1	94	8	-11	1
CCN(CC)S(=O)(=O)c1ccc(C)c(NC(=O)CN(C)C)c1	-2	-1	-1	0.8	5	-0.2	96	0	-15	1
Cc1cccc(COc2ccc(/C(O)=C3\C(=O)C(=O)N(CCN(C)C)C3c3ccncc3)cc2)c1 (stereo unspecified)	-6	-1	8	-1.0	11	-0.2	105	-8	-2	0
CC(=O)N1CCN(S(=O)(=O)c2cccc(C(=O)NNC(=O)COc3ccc(F)cc3)c2)CC1	3	4	-3	-0.3	-1	0.0	96	0	-2	5
CCOc1ccc(NC(=O)C(CC(=O)O)Cc2ccc(C)cc2)cc1 (stereo unspecified)	5	-2	0	-2.1	?	-0.1	101	-11	-11	1
CCOC(=O)c1c(C)[nH]c2cc(Br)c(O)cc12	2	-4	7	0.6	-17	0.5	91	10	-3	1
COC(=O)c1ccc(CN2CCN(CCC(C)C)C(CCO)C2)cc1 (stereo unspecified)	-2	2	5	-2.0	-2	0.3	100	-5	1	0
O=C(COC(=O)C1CCC1)Nc1ccccc1Sc1ccccc1	2	-3	6	0.9	7	-0.1	94	-1	-6	0
CCOC(=O)c1c(C)[nH]c(C(=O)COC(=O)CCNS(=O)(=O)c2ccc(NC(C)=O)cc2)c1C	12	4	15	-0.5	18	-0.2	99	-10	-6	5

2 of the compounds above, as labelled records.
O=C(Nc1cc([N+](=O)[O-])ccc1O)c1cccc(NC(=O)c2ccco2)c1
- Granule exo inh = -4
- ABHD5 PLIN5 PPI = -9
- MC4R antag cAMP = -2
- MC4R ag barr = -2.8
- Vif inh = -15
- aDG glyco up = -0.3
- ABCB6 inh MLPCN = 98
- TLR9-MyD88 inh = 5
- NOD2 RIPK2 PPI = -2
- Glyco luc inh = 2
Cc1cc(C)nc(SCCn2c(N3CCOCC3)nc3c2c(=O)[nH]c(=O)n3C)n1
- Granule exo inh = 0
- ABHD5 PLIN5 PPI = -7
- MC4R antag cAMP = 9
- MC4R ag barr = -0.2
- Vif inh = -4
- aDG glyco up = 0.1
- ABCB6 inh MLPCN = 98
- TLR9-MyD88 inh = -15
- NOD2 RIPK2 PPI = -4
- Glyco luc inh = 3

Remaining list, next part
SMILES	Granule exo inh	ABHD5 PLIN5 PPI	MC4R antag cAMP	MC4R ag barr	Vif inh	aDG glyco up	ABCB6 inh MLPCN	TLR9-MyD88 inh	NOD2 RIPK2 PPI	Glyco luc inh
Cc1cc(Br)cc(Br)c1OCC(=O)NNC(=O)c1ccoc1C	4	2	4	0.1	7	-0.2	95	5	2	-1
CCOc1ccccc1NC(=O)N1CCCC1C(=O)Nc1ccc(-n2cnnn2)c(C)c1 (stereo unspecified)	3	-6	5	1.1	·	-0.2	96	-10	-5	0
CC(C)(CNC(=O)C1CCN(S(=O)(=O)c2cc([N+](=O)[O-])ccc2Cl)CC1)N1CCOCC1	-4	-5	7	0.2	35	-0.2	97	2	-135	4
Cn1c(NCc2c[nH]c3ccccc23)nc2ccccc21	0	-3	-4	2.0	-9	0.7	92	2	-1	3
COc1cc(C)ccc1S(=O)(=O)NC(=O)C1(C)CCN1C(=O)C1(c2ccc(Cl)cc2)CCC1 (stereo unspecified)	8	-8	-1	0.5	-12	-0.2	100	·	-6	0
CC(C)CNC(=O)C1(C)CCCN1Cc1ccc(OC(F)(F)F)cc1 (stereo unspecified)	1	-6	8	0.5	4	0.0	108	·	4	-2
CC(=O)Nc1ccc2nc(NC(=O)COc3ccccc3Cl)sc2c1	8	-4	22	0.6	6	-0.4	99	0	8	-1
COc1cc(F)cc(-c2ccc3c(c2)c(-c2cccs2)c(-c2cc(OC)cc(OC)c2)n3C)c1	-5	-7	-8	-1.4	-5	-0.2	97	-6	-2	2
Cc1cccc(C(=O)N[C@H](C(=O)OCc2cc(=O)n3c(n2)sc2ccccc23)C(C)C)c1	5	6	3	-1.5	-4	-0.1	94	3	-4	-1
